Assay outcomes deposited in PubChem BioAssay by National Center for Advancing Translational Sciences (NCATS).
FEN1 inhibitor – blocks human flap endonuclease 1. P39748. Recombinant FEN1 flap cleavage, fluorescence, 15 min. Potency, µM (titrated, usually from 114 µM), for inactives: at the top dose activity change, negative = inhibition, most hits filed as inhibitors. 0.35% of 390,000 active. AID 588795; also: nearly all actives have a fitted effect of over 65% in size
Target sequence (P39748 whole entry, looked up): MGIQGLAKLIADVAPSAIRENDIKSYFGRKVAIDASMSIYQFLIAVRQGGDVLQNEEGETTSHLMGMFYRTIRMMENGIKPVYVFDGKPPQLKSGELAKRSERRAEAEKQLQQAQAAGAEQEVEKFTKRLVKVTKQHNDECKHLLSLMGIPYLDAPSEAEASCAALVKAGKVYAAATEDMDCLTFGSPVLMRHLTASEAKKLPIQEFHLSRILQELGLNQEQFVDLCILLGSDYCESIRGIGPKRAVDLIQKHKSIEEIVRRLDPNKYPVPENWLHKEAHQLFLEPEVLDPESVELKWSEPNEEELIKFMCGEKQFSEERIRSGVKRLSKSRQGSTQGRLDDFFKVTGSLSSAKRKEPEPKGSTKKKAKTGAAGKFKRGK
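In this screen, 50 nM flap DNA substrate was added to 10 nM FEN1 pretreated with compound for 15 min at room temperature; cleavage was followed with reads at 0 and 15 min, and Hill fitting gave concentration–response parameters.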
TDP1 cell CPT – DT40-hTDP1 cell growth loss with CPT; chicken DT40 Tdp1-/-;hTDP1 cells + 20 nM CPT, ATP luminescence, 48 h; Potency, µM (series often up to 46.2 µM), inactives show top-dose activity change, negative = growth inhibition, most hits filed as inhibitors; 12% of 420,000 active; AID 686979; also: nearly all actives have a fitted effect of over 55% in size
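Cell growth measured by CellTiter-Glo luminescence after a minimum 48 h, 37 C compound exposure with 20 nM CPT in Tdp1-knockout DT40 cells stably expressing hTDP1, seeded 400/well; qHTS titration format.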
KAT2A inh – blocks human GCN5L2 histone acetyltransferase | Q92830 | GCN5L2 HAT assay, ThioGlo1 CoA-SH fluorescence | Potency, µM (top dose mostly 58.9 µM), for the others: top-dose activity change, negative = inhibition, most hits filed as inhibitors | 0.21% of 390,000 active | AID 504327
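GCN5L2 (20 nM) in 50mM HEPES pH 7.5, 0.1mM EDTA, 0.01% Tween-20 preincubated 15 min with compounds at room temperature. Reaction started with H3(1-25) 75uM, acetyl-CoA 70uM, ThioGlo1 50uM; CoA-thiol fluorescence (Ex340/Em540) read at 0 and 20 min.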
An asterisk follows results filed as active; ? = inconclusive; nt = not tested or not shown; & = joins results of further samples. Calls follow the shape of the dose curve; as a rule, active = well fitted curve in the direction sought with a large enough effect; inconclusive = small, poorly fitted or top-dose-only effect, or another doubt; inactive = no such curve, though single readings can be large; an effect the other way counts as inactive or inconclusive. % is scaled to controls: 0 for no effect and ±100 for the full control effect; potency is read from the fitted curve at half-maximal effect. An excerpt, so the mix of outcomes need not match the whole.

Compound,FEN1 inhibitor,TDP1 cell CPT,KAT2A inh
CCC(C)C(N)C1=NC(C(=O)N[C@@H](CC(C)C)C(=O)N[C@H](CCC(=O)O)C(=O)N[C@H](C(=O)N[C@H]2CCCCNC(=O)[C@H](CC(N)=O)NC(=O)[C@@H](CC(=O)O)NC(=O)[C@H](Cc3cnc[nH]3)NC(=O)[C@@H](Cc3ccccc3)NC(=O)[C@H]([C@@H](C)CC)NC(=O)[C@@H](CCCN)NC2=O)[C@@H](C)CC)CS1 (stereo not given in full),20%,4%,nt
CCCCn1c(N)c(N(CC)C(=O)c2ccc(N3CCCC3=O)cc2)c(=O)[nH]c1=O,4%,-22%,-2%
CCN(CC)S(=O)(=O)c1ccc(NCCc2ccccn2)nc1,-10%,1%,-2%
COc1ccc(-c2csc(NC(=O)C3CCCO3)n2)cc1 (stereo not given),0%,?,2%
COCCCN1C(=O)c2[nH]nc(-c3cc(C)cc(C)c3O)c2C1c1ccc(O)c(OC)c1 (stereo not given),-8%,21µM*,-13%
CCOC(=O)[C@H]1[C@H]2COc3ccc(C)cc3[C@@H]2N2C(=O)c3cc(Br)ccc3NC(=O)[C@@]12C,-21%,?,-12%
CC1CN(C(=O)c2cccc(S(=O)(=O)Nc3cc(Cl)ccc3Cl)c2)CC(C)O1 (stereo not given),2%,1%,-2%
Cn1nc(C(C)(C)C)cc1C(=O)NCc1ccc2c(c1)OCO2,14%,4.6µM*,-14%
CC(C)(O)C(=O)NNC(=S)Nc1cccc(C(F)(F)F)c1,-1%,-22%,1%
COc1cc(C(=O)N(Cc2cc3ccccc3[nH]c2=O)CC2CCCO2)cc(OC)c1OC (stereo not given),-3%,0%,-8%
O=c1oc(/C=C/c2ccccc2)nc2ccccc12,-5%,-3%,1%
Cc1ccc(SCC(=O)Nc2ccc(S(=O)(=O)Nc3nccs3)cc2)cc1,-9%,?,22%
Cc1ccc(-n2c(SCC(=O)Nc3ccc4c(c3)OCO4)nnc2-c2cccs2)cc1,-12%,-18%,1%
COc1cc(C(=O)Nc2cc(OC)c(OC)c(OC)c2)ccc1OCc1c(C)noc1C,-1%,?,-8%
Cc1cc(C)cc(NC(=S)N(CCCN2CCN(C)CC2)Cc2cccs2)c1,7%,1%,-1%
CCN(CC(=O)Nc1ccc(NC(C)=O)cc1)C(=O)c1cc([N+](=O)[O-])ccc1Sc1ccc(Cl)cc1,-16%,?,nt
Cc1c(C(=O)Nc2cccc(-c3nc4ccccc4s3)c2)oc2ccccc12,11%,16µM*,-9%
Cc1ccc2oc(-c3cccc(NC(=O)/C=C/c4cccc([N+](=O)[O-])c4)c3C)nc2c1,7%,?,2%
Cc1cccc(C2NC(c3cccc(C)c3)C(C)C(=O)C2C)c1 (stereo not given),2%,-1%,-15%
Cc1cc([N+](=O)[O-])ccc1NC(=O)c1csc(C)c1C,7%,?,-8%

Taken from the listing, 6 compounds:
Compound,FEN1 inhibitor,TDP1 cell CPT,KAT2A inh
CCOC(=O)[C@H]1[C@H]2COc3ccc(C)cc3[C@@H]2N2C(=O)c3cc(Br)ccc3NC(=O)[C@@]12C,-21%,?,-12%
CC1CN(C(=O)c2cccc(S(=O)(=O)Nc3cc(Cl)ccc3Cl)c2)CC(C)O1 (stereo not given),2%,1%,-2%
Cn1nc(C(C)(C)C)cc1C(=O)NCc1ccc2c(c1)OCO2,14%,4.6µM*,-14%
CC(C)(O)C(=O)NNC(=S)Nc1cccc(C(F)(F)F)c1,-1%,-22%,1%
COc1cc(C(=O)N(Cc2cc3ccccc3[nH]c2=O)CC2CCCO2)cc(OC)c1OC (stereo not given),-3%,0%,-8%
O=c1oc(/C=C/c2ccccc2)nc2ccccc12,-5%,-3%,1%

The list goes on:
Compound,FEN1 inhibitor,TDP1 cell CPT,KAT2A inh
CN1C(=O)c2cccc3c(Br)ccc(c23)C1=O,-18%,14%,nt
C=CCN1C(=O)C(CC(=O)NCC)SC1=Nc1cc(Cl)ccc1Cl (stereo not given),-11%,?,-2%
O=C(CSc1nc(-c2ccco2)cc(C(F)(F)F)n1)Nc1ccc2c(c1)CCC2,-1%,?,-1%
CCCN(CC(=O)Nc1ccccc1C)C(=O)COC(=O)CSc1ccc([N+](=O)[O-])cc1,0%,-8%,4%
CN(C(=O)COC(=O)C1CCN(S(=O)(=O)c2ccc3c(c2)OCCO3)CC1)C1CCCCC1,-4%,-3%,-1%
CC(C)C(=O)Nc1cccc(C(=O)Nc2ccc(S(=O)(=O)Nc3nccs3)cc2)c1,-5%,1%,-6%
CCOc1ccc(NC(=O)c2cc(=O)[nH]c3ccccc23)cc1,1%,?,2%
CCC(C(=O)Nc1ccccc1C(=O)N1CCOCC1)N1C(=O)c2ccccc2C1=O (stereo not given),-2%,5%,-3%
CC(=O)Nc1ccc(SC[C@H](Cc2ccccc2)N2CCN(CCc3ccccc3)CCC2=O)cc1,-18%,?,-4%
Cc1ccc(NC(=S)NCC2CCCO2)cc1C (stereo not given),-6%,4%,-6%
Cc1ccc(NC(=O)Cc2nnc(SCC(=O)NC3=NCCS3)n2C)cc1,1%,?,-1%
Cc1[nH]c2ccc(F)cc2c1CCN(Cc1ccco1)C(=S)NC(C)(C)C,1%,?,-9%
COc1ccc(Nc2nc3ccccc3n3nnnc23)cc1,2%,5%,-2%
CC(=O)N/C(=C\c1ccccc1)C(=O)OCC(=O)Nc1cc(S(=O)(=O)N(C)C)ccc1Cl,4%,?,-6%
O=C1Nc2ccc([N+](=O)[O-])cc2OC1CCN1CCOCC1 (stereo not given),-5%,5%,-15%
Cc1ccc2cccc(NS(=O)(=O)c3ccccc3)c2n1,-15%,?,-32%
CC(=O)OC1CCC2C3CCC4OC(=O)CCC4C3CCC12C (stereo not given),0%,-11%,nt
CN(C(=O)CN(c1ccccc1)S(=O)(=O)c1ccc(F)cc1)C1CCS(=O)(=O)C1 (stereo not given),2%,-6%,-4%
COCCNC(=O)CSc1nc(-c2ccc(C)cc2)[nH]c1-c1ccc(OC)cc1,19%,?,-4%
C/C(=N/OCO/N=C(\C)c1ccc(F)cc1F)c1ccc(F)cc1F,-1%,-2%,20%
CCCN1CCN(S(=O)(=O)c2ccc(OC)c(Br)c2)CC1,-4%,-11%,-5%
Cc1ccc(Nc2nc(/N=C/NO)n[nH]2)cc1C,4%,-24%,-14%
CCC(C)N(C)C(=O)c1cc2ccccc2c(-c2ccccc2Cl)n1 (stereo not given),-18%,?,-22%&-4%
O=C(c1csc2ccccc12)N1CCCCCC1,4%,21µM*,-3%
Cc1ccccc1N1CCN(C2CCCN(C(=O)c3cn4cccc(C)c4n3)C2)CC1 (stereo not given),3%,23µM*,-12%
O=C(NNC(=S)Nc1ccccc1)c1cccs1,3%,18%,1%
Cc1c(NC(=S)NC(=O)c2cccc([N+](=O)[O-])c2)c(=O)n(-c2ccccc2)n1C,18%,-3%,-2%
COC(=O)C1=C(C)NC2=C(C1c1ccc(O)cc1)S(=O)(=O)c1ccccc12 (stereo not given),0%,-13%,2%
CC(Oc1ccc(F)cc1F)C(=O)NNC(=S)NCC1CCCO1 (stereo not given),18%,1%,-2%
CS(=O)c1ccccc1-c1nc(-c2cc(C(F)(F)F)cc(C(F)(F)F)c2)no1 (stereo not given),7%,10µM*,-7%
Cc1ccc(C)c(NC(=S)N(CCc2nc3cc(C)c(C)cc3[nH]2)Cc2cccnc2)c1,-4%,?,-1%
Cc1ccc(C(=O)O/N=C(\N)c2ccc(C(F)(F)F)cn2)cc1,14%,-12%,-7%
C[C@H](NS(=O)(=O)c1ccccc1F)C(=O)OCC(=O)Nc1ccc2c(c1)OCCO2,-6%,2%,-5%
CC(C)(CNC(=O)c1cc(Cl)c(O)c(Cl)c1)N1CCCCC1,-1%,1%,-1%
CCCOC(=O)C(C)n1nnc2sc(-c3ccccc3)cc2c1=O (stereo not given),-6%,?,-16%
Cc1ncoc1C(=O)N1CCCC(C(=O)c2ccc(-c3ccccc3)c(F)c2)C1 (stereo not given),-17%,?,-6%
COc1cccc(C(=O)Nc2cccc(-c3cn4ccsc4n3)c2)c1OC,9%,?,-1%
CCOC(=O)N1CCN(C(=O)c2ccc3nc(N4CCC(C)CC4)sc3c2)CC1,-11%,?,2%
Cc1cc2c(cc1C)CSC(c1ccccc1OC(=O)C(C)C)SC2,-1%,?,1%
O=C(O)c1ccc(-n2cccn2)c([N+](=O)[O-])c1,-15%,9%,-5%
Cc1nn(-c2ccccc2)c(C)c1NC(=O)COc1ccc(Cl)cc1Cl,-10%,16µM*,2%
CCC(C)n1c(/C=C/c2ccccc2)nc2ccccc21 (stereo not given),-12%,?,-6%
Cc1cccc(N2CCN(C(=O)C3CCN(S(=O)(=O)c4cccs4)CC3)CC2)c1C,-14%,21µM*,-9%
Cc1cc(C(=O)COC(=O)c2ccc(F)cc2)c(C)n1C,8%,3%,0%
CN(C)S(=O)(=O)c1ccc(Cl)c(NC(=O)CN2CCNC(=O)C2)c1,-1%,-1%,-5%
O=C(CSC1=NS(=O)(=O)c2cc(F)ccc2N1)Nc1cccc(F)c1,-2%,14%,-2%
Cc1ccc2c(SCC(=O)NCc3ccco3)nc(-c3ccc(F)cc3)nc2c1,-3%,?,0%
CNc1nnc(CSc2nc(C)cc(C)n2)s1,6%,-8%,-5%
O=C(Cc1cccc2ccccc12)OCn1nnc2ccccc2c1=O,-15%,-8%,-5%
CC(C)(C)CC(=O)Nc1ccccc1N1CCN(c2ccc(F)cc2)CC1,-10%,?,2%
CC(C)(C)c1ccc(O)c(N=Cc2cc3c(cc2[N+](=O)[O-])OCO3)c1,-19%,?,-18%
C/C(=N\NC(=O)c1ccncc1)c1cccnc1,-10%,3%,-7%
N/C(COc1ccccc1)=N\NS(=O)(=O)c1ccccc1,-14%,-5%,-15%
COc1cccc(NC(=O)Cn2cc(C(=O)C3CCCCC3)c3ccccc32)c1,-23%,?,-13%
COC(=O)c1c(NC(=O)COC(=O)CNC(=O)C2CCCCC2)sc(C)c1C,12%,-5%,4%
CC1=C(C(=O)OCC2CCCCC2)C(c2ccc(F)cc2F)CC(=O)N1 (stereo not given),-5%,?,-9%
COc1cccc(-c2cc(=O)c3cc(NC(C)=O)ccc3[nH]2)c1,?,?,-17%
Cn1nnnc1SCCNCc1cc(Cl)ccc1OCc1ccccc1,-4%,26µM*,-6%
COc1ccc2cc(C#N)c(Nc3cccc(F)c3)nc2c1,5%,-17%,0%
CC12COC3(C(=O)Nc4ccccc4)CC1CCC32C (stereo not given),-12%,4%,-3%

(more compounds)
Compound,FEN1 inhibitor,TDP1 cell CPT,KAT2A inh
Cc1ccc(-c2nnc(-c3ccc4c(c3)OCO4)o2)cc1,-4%,5%,-8%
Cc1ccc(NC(=O)c2c(C)oc3ccc(O)c(CN4CCCC4)c23)c(C)c1,0%,?,2%
COc1ccc(-n2nnc3c(=O)n(Cc4cc(C)ccc4C)cnc32)cc1,3%,?,0%
Cc1nnc(N2CCN(C(=O)Nc3cc(F)ccc3F)CC2)c2nn(-c3ccc(Cl)cc3)c(C)c12,-20%,21µM*,-9%
O=C(Cn1cnc2c(NCc3ccccc3)ncnc21)NCC1CCCO1 (stereo not given),-10%,-18%,0%
Cc1cc(Cl)ccc1NNC(=O)c1cccs1,1%,-3%,1%
CN(c1ccccc1C(=O)Nc1ccc(S(=O)(=O)N2CCCC2)cc1)S(C)(=O)=O,-14%,6%,-10%
O=S(=O)(Nc1ccc(Cc2ccncc2)cc1)c1cccs1,-3%,-7%,14%
CNC(=O)NNC(=O)c1csc(-c2ccc(C(F)(F)F)cc2Cl)n1,-6%,3%,-8%
CCC(=O)Nc1cccc(-c2cn3c(C)csc3n2)c1,10%,-9%,-2%
Nc1nnc(SCc2ccccc2F)n1-c1ccccc1,1%,3%,-1%
Cc1ccc(C)c(S(=O)(=O)Nc2cc3c4c(c2)CCN4C(=O)CC3)c1,4%,-14%,-16%
CC(CN1CC(=O)NC(=O)C1)N1CC(=O)NC(=O)C1 (stereo not given),?,?,-3%
CCO[C@@H]1OC(C(=O)NCc2nc3ccccc3[nH]2)=C[C@H](c2csc3ccccc23)[C@H]1CCCO,-1%,23µM*,-5%
COc1ccc2oc(C(=O)OCc3c(C)noc3C)c(C)c2c1,-11%,-18%,-8%
